Screening data from PubChem BioAssay.
influenza NS1A – NS1A inhibition, H1N1 influenza, cell based functional assay (AID 504329). NS1A functional cell-based assay, percent inhibition; higher % means a stronger effect. inhibition, % at 12.5 µM; hits with a dose series show IC50 in µM. 340,000 compounds, 0.3% hits; in the data active = a potency from the dose series; inconclusive = inhibition above about 27% without an active follow-up result; note: strong numbers were not always called active
M. tuberculosis HTS – M. tuberculosis growth inhibition, HTS (AID 449762); M. tuberculosis H37Rv growth inhibition, 7H9 media; higher % means a stronger effect; one-dose inhibition, % at 25 µM; IC50 in µM for titrated hits; 330,000 compounds, 0.59% hits; in the data active = a potency from the dose series; inconclusive = inhibition above about 70% without an active follow-up result;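 note: bacterial growth assessed after seven days of incubation; strong numbers were not always called active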
Salmonella PhoP GFP – Inhibition of PhoP regulon, Salmonella typhi GFP reporter cells, confirmation, 4 h (AID 1850) | 310,000 compounds, 0.33% hits | inhibition, % at 50 µM; hits with a dose series show IC50 in µM | Salmonella Typhi PhoP-promoter GFP reporter, fluorescence, 4 h; higher % means a stronger effect; in the data active = a potency from the dose series; inconclusive = inhibition mostly from about 25% at the one dose, without a potency; inactive = the rest, 99 in 100 with inhibition below about 19%;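 note: 0% = induced wells with vehicle and 100% = uninduced wells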
inhibitors of VEEV – inhibitors of VEEV TC-83 cytopathic effect, confirmation, Vero cells (AID 588727) | Vero cells, VEEV TC-83 cytopathic effect inhibition; higher % means a stronger effect | inhibition, % at 20 µM; hits with a dose series show IC50 in µM | 350,000 compounds, 0.13% hits; in the data active = a potency from the dose series; inconclusive = inhibition mostly from about 14% at the one dose, without a potency; inactive = the rest, 99 in 100 with inhibition below about 12%; note: strong numbers were not always called active
tuberculosis growth – growth inhibition of non-replicating M. tuberculosis (AID 488890). 320,000 compounds, 0.39% hits. Mycobacterium tuberculosis non-replicating, growth inhibition; higher % means a stronger effect. inhibition, % at 25 µM, or IC50 in µM where a hit was titrated; in the data active = a potency from the dose series; inconclusive = inhibition mostly from about 82% at the one dose, without a potency; inactive = the rest, 99 in 100 with inhibition below about 76%;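 note: plate controls were DMSO cells for no effect and high antibiotic wells for full effect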
inhibitors of VEEV 10K pilot screen – second read-out of inhibitors of VEEV, no call of its own (marks repeat the call); inhibition, %; measured here: 10K pilot screen inhibition
The depositor's hits bear a star; i = inactive; u = inconclusive; x = not tested or not shown.

SMILES	influenza NS1A	M. tuberculosis HTS	Salmonella PhoP GFP	inhibitors of VEEV	tuberculosis growth	others
O=C(Nc1ccccc1)C1=C[C@H](c2csc3ccccc23)C[C@H](OCCCCO)O1	3%	u	-6%	7.7%	23%
CCC(C)C(NC(=O)c1ccccc1NC(=O)c1ccco1)C(=O)NNC(=O)c1ccc(OC)cc1 (centres undefined)	-14%	-3%	-3%	0.1%	-26%
Nc1ncc(Br)cc1S(=O)(=O)NCCC(=O)Nc1cccc(Cl)c1	-2%	-2%	0%	0.3%	-5%
CC(c1cccnc1)N(CCN(C)C)C(=O)Nc1ccc(Cl)cc1 (centres undefined)	0%	-9%	3%	i	10%
CCc1noc(C)c1C(=O)NCCc1ccccc1	-11%	-4%	5%	4.0%	-23%
S=C(Nc1ccc(Oc2ccccc2)cc1)Nc1cccnc1	-3%	u	-4%	1.0%	u
CC(=NCCCn1ccnc1)c1c(O)n(Cc2ccccc2)c(=O)[nH]c1=O	-8%	-9%	-10%	i	8%
COCCCn1c(=N)c(C(=O)NCC2CCCO2)cc2c(=O)n3ccccc3nc21 (centres undefined)	25%	-7%	-1%	i	-2%
CS(=O)(=O)c1[nH]nc(-c2ccccc2Cl)c1C#N	x	8%	-11%	0.2%	4%
CCOC(=O)c1c(NC(C)=O)sc2c1C1CCN2CC1	-3%	-1%	8%	0.1%	-1%
CCN1C(=S)N[C@@H](c2cccs2)C(C(=O)OC)=C1C	-1%	-1%	11%	0.0%	21%	inhibitors of VEEV 10K pilot screen=0.0
CC(C)Oc1ccc(C2CC(=O)NC3=C2C(=O)CCC3)cc1 (centres undefined)	3%	0%	-1%	1.1%	8%
Cc1cc(=O)[nH]c2c1c(=O)[nH]n2C1CC(C)N(C)CC1C (centres undefined)	2%	-1%	3%	i	-7%
Cc1noc(NS(=O)(=O)c2ccc(NC(=O)CC34CC5CC(CC(Br)(C5)C3)C4)cc2)c1C	4%	-3%	-10%	1.5%	77%
CCCCCNc1nc(N2CCCC2)c2c(c1C#N)CCN(C)C2	8%	84µM*	54µM*	i	77%
S=C(NCc1ccccc1)N1CCN(c2cccc(Cl)c2)CC1	0%	-5%	-4%	i	23%
CCOC(=O)C1(Cc2ccccc2C)CCCN(S(=O)(=O)c2cccnc2)C1 (centres undefined)	1%	-5%	7%	1.3%	-7%
C=CCN(CC=C)S(=O)(=O)c1ccc(NC(=O)COc2ccccc2OC)cc1	6%	-11%	-11%	0.1%	24%
CC(=O)SC1CC2=CC(=O)CCC2(C)C2CCC3(C)C(CCC34CCC(=O)O4)C12 (centres undefined)	-4%	1%	-2%	5.5%	22%
COc1ccc(/C=N/NC(=O)c2sccc2C)c2ccccc12	-4%	8%	-15%	2.5%	10%

Random excerpt: 2 records from the list, in no set order.
SMILES	influenza NS1A	M. tuberculosis HTS	Salmonella PhoP GFP	inhibitors of VEEV	tuberculosis growth	others
CCCCCNc1nc(N2CCCC2)c2c(c1C#N)CCN(C)C2	8%	84µM*	54µM*	i	77%
CC(C)Oc1ccc(C2CC(=O)NC3=C2C(=O)CCC3)cc1 (centres undefined)	3%	0%	-1%	1.1%	8%

16 consecutive compounds already listed:
SMILES	influenza NS1A	M. tuberculosis HTS	Salmonella PhoP GFP	inhibitors of VEEV	tuberculosis growth	others
O=C(Nc1ccccc1)C1=C[C@H](c2csc3ccccc23)C[C@H](OCCCCO)O1	3%	u	-6%	7.7%	23%
CCC(C)C(NC(=O)c1ccccc1NC(=O)c1ccco1)C(=O)NNC(=O)c1ccc(OC)cc1 (centres undefined)	-14%	-3%	-3%	0.1%	-26%
Nc1ncc(Br)cc1S(=O)(=O)NCCC(=O)Nc1cccc(Cl)c1	-2%	-2%	0%	0.3%	-5%
CC(c1cccnc1)N(CCN(C)C)C(=O)Nc1ccc(Cl)cc1 (centres undefined)	0%	-9%	3%	i	10%
CCc1noc(C)c1C(=O)NCCc1ccccc1	-11%	-4%	5%	4.0%	-23%
S=C(Nc1ccc(Oc2ccccc2)cc1)Nc1cccnc1	-3%	u	-4%	1.0%	u
CC(=NCCCn1ccnc1)c1c(O)n(Cc2ccccc2)c(=O)[nH]c1=O	-8%	-9%	-10%	i	8%
COCCCn1c(=N)c(C(=O)NCC2CCCO2)cc2c(=O)n3ccccc3nc21 (centres undefined)	25%	-7%	-1%	i	-2%
CS(=O)(=O)c1[nH]nc(-c2ccccc2Cl)c1C#N	x	8%	-11%	0.2%	4%
CCOC(=O)c1c(NC(C)=O)sc2c1C1CCN2CC1	-3%	-1%	8%	0.1%	-1%
CCN1C(=S)N[C@@H](c2cccs2)C(C(=O)OC)=C1C	-1%	-1%	11%	0.0%	21%	inhibitors of VEEV 10K pilot screen=0.0
CC(C)Oc1ccc(C2CC(=O)NC3=C2C(=O)CCC3)cc1 (centres undefined)	3%	0%	-1%	1.1%	8%
Cc1cc(=O)[nH]c2c1c(=O)[nH]n2C1CC(C)N(C)CC1C (centres undefined)	2%	-1%	3%	i	-7%
Cc1noc(NS(=O)(=O)c2ccc(NC(=O)CC34CC5CC(CC(Br)(C5)C3)C4)cc2)c1C	4%	-3%	-10%	1.5%	77%
CCCCCNc1nc(N2CCCC2)c2c(c1C#N)CCN(C)C2	8%	84µM*	54µM*	i	77%
S=C(NCc1ccccc1)N1CCN(c2cccc(Cl)c2)CC1	0%	-5%	-4%	i	23%

Continuation:
SMILES	influenza NS1A	M. tuberculosis HTS	Salmonella PhoP GFP	inhibitors of VEEV	tuberculosis growth	others
Cc1ccc(S(=O)(=O)N2CCOCC2)cc1NC(=O)c1cccc(S(=O)(=O)N2CCCC2)c1	3%	-10%	9%	8.2%	9%
Cc1cc(C)nc(/N=C(\N)Nc2ccc(CC(=O)OC(C)C)cc2)n1	-7%	6%	12%	i	61%
O=C(Oc1ccccc1)N1CCN(c2ccccc2F)CC1	18%	5%	-2%	i	51%
COC(=O)C(Cc1ccc(O)cc1)NC(=O)c1ccccc1 (centres undefined)	-1%	x	0%	2.0%	x
O=C(NCCCN1CCCC1=O)Nc1ccc(F)c(Cl)c1	-4%	-6%	-2%	i	-1%
CC(=O)Nc1ccc(C(=O)NNC(=O)c2ccc(Cl)cc2Cl)cc1	-7%	-4%	3%	0.0%	-2%
O=[N+]([O-])c1ccc(S(=O)(=O)NCCc2cn3ccccc3n2)cc1	-2%	-5%	-1%	i	-3%
O=C(Nc1cccc(-c2cccc(Cl)c2)c1)C1CCN(C2CCC2)CC1	9%	15%	-14%	i	55%
COc1ccc(C(=O)O)cc1S(=O)(=O)NC(C)C	10%	-3%	3%	0.4%	x
CCN(CC)S(=O)(=O)c1cccc2cc(C(=O)O)c(O)cc12	-20%	-9%	10%	i	2%
Cc1ccccc1N1C(=O)NC(=O)/C(=C\c2ccc3c(c2)CCCN3Cc2ccccc2)C1=O	-1%	6%	-8%	i	42%
CCCCCCCCN1[C@@H](CC(=O)O)c2cc(C(F)(F)F)ccc2S1(=O)=O	-10%	13%	-11%	0.5%	49%
O=c1oc(-c2ccccc2)nc2sc3c(c12)CCCC3	6%	u	-12%	1.4%	74%
COc1ccc(C=CC(=O)c2cc(O)ccc2O)cc1	7%	x	x	6.0%	x
O=C(Oc1ccc([N+](=O)[O-])cc1)c1ccc(Cl)c(S(=O)(=O)N2CCCCC2)c1	x	6%	1%	x	u
O=C(c1c[nH]c2ccccc12)N1CCN(c2ccccc2)CC1	-7%	1%	-4%	4.1%	9%
COc1cc(CNCc2ccc3c(c2)OCO3)c([N+](=O)[O-])cc1OC	-4%	-10%	1%	i	11%
C/C(=N/NC(=O)c1cccnc1)C1=C(O)CC(C)(C)CC1=O	4%	5%	-2%	3.9%	-7%
Nc1ccn(CC(=O)NCCNc2ccc([N+](=O)[O-])cn2)c(=O)n1	9%	-2%	x	0.6%	0%
Nc1ccc2nonc2c1[N+](=O)[O-]	-4%	0%	-76%	0.6%	-1%
O=C(COc1ccccc1)NC(=S)Nc1ccc2c3c(cccc13)CC2	4%	6%	-2%	8.9%	11%
COC(=O)c1ccc(C(=O)OC)c(NC(=S)N2CCCCC2C)c1 (centres undefined)	-4%	-1%	-2%	0.7%	77%
COc1cc2c(c(OC)c1OC)CC(=O)N(C)CC2	14%	-6%	-2%	1.0%	-2%
CC(=O)Nc1cccc(NC(=O)c2cc(C)on2)c1	8%	-5%	-8%	2.7%	-2%
